Assay outcomes from PubChem.
RPL19A TOR yeast – yeast TOR pathway RPL19A-GFP modulation; S. cerevisiae RPL19A-GFP strain, flow cytometry, 3 h; active compounds read low; percent response vs DMSO, % at 10 µM; hit rate 0.3% among 330,000; AID 2025;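 active = percent response vs DMSO below 50%; inconclusive = fewer than 70 events counted for the yeast strain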;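 also: median channel GFP fluorescence of the barcoded RPL19A-GFP strain; ratio of sample median GFP to plate DMSO average so 100% = DMSO; lower means less RPL19A-GFP as with rapamycin TOR inhibition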
GRK2 inh – blocks RNA aptamer binding to human GRK2 | P25098 | bead flow cytometry, FAM-aptamer displacement from GRK2 | inhibition of aptamer binding, % at 10 µM | hit rate 0.59% among 330,000 | AID 488847;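 active = inhibition of aptamer binding above 40%, roughly 3 SD of noise, on plates passing a quality check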;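 also: median bead fluorescence of bound FAM aptamer so fluorescent compounds give negative values; no value below 0 was filed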
Target sequence (P25098 whole entry, looked up): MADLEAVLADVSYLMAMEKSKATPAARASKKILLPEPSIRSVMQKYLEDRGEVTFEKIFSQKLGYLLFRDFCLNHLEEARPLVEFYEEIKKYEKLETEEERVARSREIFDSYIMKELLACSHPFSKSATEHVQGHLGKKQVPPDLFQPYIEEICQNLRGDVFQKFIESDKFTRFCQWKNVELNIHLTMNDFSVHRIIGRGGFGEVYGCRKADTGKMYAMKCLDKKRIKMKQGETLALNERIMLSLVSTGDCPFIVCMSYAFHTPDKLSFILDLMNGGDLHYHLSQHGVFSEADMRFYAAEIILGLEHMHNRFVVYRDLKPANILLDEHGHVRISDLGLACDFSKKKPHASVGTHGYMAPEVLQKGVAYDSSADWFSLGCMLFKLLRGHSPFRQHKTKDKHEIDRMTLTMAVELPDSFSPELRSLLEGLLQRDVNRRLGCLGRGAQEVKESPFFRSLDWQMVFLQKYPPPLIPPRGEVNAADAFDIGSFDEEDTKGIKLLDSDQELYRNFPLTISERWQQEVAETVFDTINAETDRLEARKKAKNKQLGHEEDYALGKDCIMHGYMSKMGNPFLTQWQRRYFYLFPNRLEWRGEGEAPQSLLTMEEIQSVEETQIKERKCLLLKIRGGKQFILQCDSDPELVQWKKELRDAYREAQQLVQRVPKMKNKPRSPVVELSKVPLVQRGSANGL
LAP4-GFP MLPCN – modulators of TOR pathway LAP4-GFP in S. cerevisiae | hit rate 0.34% among 320,000 | GFP response vs DMSO, % at 10 µM | AID 2023 | S. cerevisiae LAP4-GFP multiplex, flow cytometry GFP, 3 h; median GFP as percent of DMSO wells;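 active = GFP response vs DMSO above a set limit, about the screen mean plus 3 SD, cut at about 150% in these data; inconclusive = under 70 cell events counted for the yeast strain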
AGP1-GFP MLPCN – modulators of TOR pathway AGP1-GFP in S. cerevisiae; hit rate 0.02% among 320,000; S. cerevisiae AGP1-GFP multiplex flow cytometry, 3 h; GFP as percent of DMSO wells; AID 2066; GFP response vs DMSO, % at 10 µM;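 active = GFP response relative to DMSO above a set limit, near screen average plus 3 SD, cut at about 150% in these data; inconclusive = fewer than 70 cells counted for the yeast strain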;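 also: median GFP channel fluorescence of the gated AGP1 strain per well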
CIT2 TOR yeast – modulators of TOR pathway CIT2-GFP in S. cerevisiae | S. cerevisiae CIT2-GFP strain, flow cytometry, 3 h; 100 means same as DMSO wells | AID 2029 | GFP response vs DMSO, % at 10 µM | hit rate 0.065% among 320,000;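 active = GFP response relative to DMSO above a set limit, near the screen mean plus 3 SD, cut at about 150% in these data; inconclusive = Fewer than 70 cells measured for a yeast strain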;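 also: ratio of well median GFP fluorescence to mean of DMSO wells on the plate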
MEP2 TOR yeast – modulators of TOR pathway MEP2-GFP in S. cerevisiae; S. cerevisiae MEP2-GFP strain, flow cytometry GFP, 3 h; 100% = DMSO control level; GFP response vs DMSO, % at 10 µM; hit rate 0.51% among 330,000;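 active = GFP response versus DMSO above a set limit, roughly screen mean plus 3 SD, cut at about 180% in these data; inconclusive = fewer than 70 cells counted for a yeast strain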;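 also: median GFP fluorescence of the barcode-gated MEP2-GFP cells per well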
Yeast superoxide – caloric restriction mimetics inhibiting age-related superoxide in yeast. S. cerevisiae aged cells, superoxide DHE fluorescence; active compounds read low. superoxide response (% of plate mean), % at 10 µM. hit rate 0.18% among 330,000;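 active = superoxide response under a set limit, about three screen SD below normal, cut at about 65% in these data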;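 also: yeast aged for seven days with compound at 30 °C before DHE staining; 100% = average MFI of all compound-treated wells on the plate with controls excluded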
VLA-4 inh – inhibition in a human VLA-4 binding assay; P13612; VLA-4 expressing cells, ligand binding flow cytometry; inhibition, % (about 7 µM as worked out from the volumes in the protocol); hit rate 0.2% among 330,000; in the data active = inhibition above about 50%
* hit, by the source's call; ? = inconclusive; · = no result given.

#	mol	RPL19A TOR yeast	GRK2 inh	LAP4-GFP MLPCN	AGP1-GFP MLPCN
1	Cc1ccc(C2=N/C(=C\c3cccnc3)C(=O)O2)cc1	99	9	109	90
2	O=C(c1ccco1)N1CCN(C(=O)C2CC2)CC1	106	7	87	101
3	COc1ccccc1NC(=O)CON=C(N)CC(=O)NC1CCCCC1	96	3	102	94
4	CC(C)C(=O)NC(=S)Nc1ccccc1N1CCN(C(=O)c2ccc(Cl)cc2)CC1	98	2	106	105
5	Cc1c(C)c2ccc(OCC(=O)NCCN3CCOCC3)c(C)c2oc1=O	100	3	88	95
6	O=C1C2CC=C(Cl)CC2C(=O)N1CCc1c[nH]c2ccccc12 (stereo not drawn)	99	0	104	100
7	Cc1c(C(=O)NNC(=O)c2ccncc2)oc2ccccc12	91	0	92	93
8	CC[C@]12C(=O)N(C)C[C@H]([C@@H]3C(=O)N(C)C(=O)[C@@H]31)N2C(=O)c1ccc(C(F)(F)F)cc1	97	0	93	99
9	COc1ccc(-c2cnc3c(-c4ccc(F)cc4)cnn3c2N)cc1	105	2	93	110
10	O=C(c1cn2ccccc2n1)N1CCc2c([nH]c3ccccc23)C1c1ccccn1 (stereo not drawn)	98	1	107	102
11	COc1ccc(-c2nnn(CCc3nn[nH]n3)n2)cc1	96	3	97	98
12	O=C(Nc1cc(F)ccc1F)c1ccc(-n2cncn2)c([N+](=O)[O-])c1	99	0	102	104
13	O=C(CCc1ccccc1O)N/N=C/c1ccc(Sc2cccc3cccnc23)o1	106	2	107	116
14	COc1ccccc1NC(C)C(=O)N/N=C/c1ccccc1OCc1cccc(Br)c1 (stereo not drawn)	98	1	97	97
15	CC(OC(=O)C1CC2CCCC(C1)C2=O)C(=O)Nc1cccc([N+](=O)[O-])c1 (stereo not drawn)	94	0	94	97

#	CIT2 TOR yeast	MEP2 TOR yeast	Yeast superoxide	VLA-4 inh
1	92	92	103	21
2	107	104	94	14
3	91	102	95	-183
4	99	102	92	-2
5	97	102	72	0
6	95	100	104	0
7	89	95	97	8
8	101	96	104	8
9	103	103	105	6
10	102	111	97	7
11	103	104	89	-8
12	103	100	103	0
13	113	113	97	10
14	106	100	81	-3
15	89	98	108	2

Carrying on.
#	mol	RPL19A TOR yeast	GRK2 inh	LAP4-GFP MLPCN	AGP1-GFP MLPCN
16	Cc1ccc(OCCn2ccnc2)c(C)c1	104	3	96	103
17	CC(=O)Nc1ccc(Nc2c3c4c(cccc4n(C)c2=O)C(=O)c2ccccc2-3)cc1	99	0	95	99
18	CSc1cccc(NC(=O)C2CCN(C(=O)c3ccccc3C)CC2)c1	103	1	101	106
19	Cc1oc(-c2ccccc2F)nc1CS(=O)(=O)CC(=O)NC1CCCC1	105	4	105	112
20	CCOC(=O)C1=C(COC(=O)COc2cc(C)ccc2C)NC(=O)NC1C (stereo not drawn)	101	0	108	106
21	O=C(COC(=O)c1ccc2c(c1)OCO2)Nc1ccccc1F	98	4	104	97
22	O=C(COc1ccc(Cl)cc1)NCCCNC(=O)c1cnccn1	98	0	98	79
23	C/C(=N\NC(=O)CCCOc1ccc(Cl)cc1C)c1ccc(C)o1	101	90*	95	98
24	COc1ccc2cc(C(=O)COC(=O)COc3ccc4c(C)cc(=O)oc4c3)ccc2c1	102	2	91	91
25	CC(C)Oc1ccc(C2C(C(=O)c3ccco3)=C(O)C(=O)N2Cc2cccnc2)cc1 (stereo not drawn)	96	2	99	98
26	COC(=O)Cc1c(C)c2ccc(OC3CCCCC3=O)cc2oc1=O (stereo not drawn)	104	0	105	95
27	CCOc1ccc(S(=O)(=O)NCc2ccco2)c2ccccc12	?	0	?	?
28	O=C(NCc1ccccn1)Nc1ccc(Cl)cc1Cl	99	0	80	88
29	O=C(NO)c1ccccc1C(F)(F)F	94	0	93	97
30	Cc1ccc(NC2=NCC(=O)N2Cc2ccc3c(c2)OCO3)cc1	99	0	86	97

#	CIT2 TOR yeast	MEP2 TOR yeast	Yeast superoxide	VLA-4 inh
16	102	99	97	2
17	105	102	101	10
18	102	99	92	5
19	130	92	96	-8
20	108	99	106	4
21	99	104	121	-1
22	92	99	98	-3
23	100	97	110	12
24	97	100	117	22
25	101	103	98	10
26	99	104	97	22
27	?	?	110	23
28	88	86	89	0
29	100	95	95	5
30	105	92	97	14

One compound at a time, from the list above.
Cc1ccc(NC2=NCC(=O)N2Cc2ccc3c(c2)OCO3)cc1 is listed as RPL19A TOR yeast: 99; GRK2 inh: 0; LAP4-GFP MLPCN: 86; AGP1-GFP MLPCN: 97; CIT2 TOR yeast: 105; MEP2 TOR yeast: 92; Yeast superoxide: 97; VLA-4 inh: 14
O=C(COC(=O)c1ccc2c(c1)OCO2)Nc1ccccc1F is listed as RPL19A TOR yeast: 98; GRK2 inh: 4; LAP4-GFP MLPCN: 104; AGP1-GFP MLPCN: 97; CIT2 TOR yeast: 99; MEP2 TOR yeast: 104; Yeast superoxide: 121; VLA-4 inh: -1

Carrying on.
#	mol	RPL19A TOR yeast	GRK2 inh	LAP4-GFP MLPCN	AGP1-GFP MLPCN
31	CCOC(=O)C1CCCCN1Cc1ccc(OC)c(OC)c1OC (stereo not drawn)	95	2	97	99
32	CN(C)C(CNC(=O)c1cc(S(=O)(=O)N(C)Cc2ccccc2)ccc1Cl)c1ccco1 (stereo not drawn)	93	0	103	102
33	O=c1c2ccccc2n2c(=S)[nH]nc2n1-c1ccccc1	101	3	88	100
34	Cc1occc1-c1nnc(-c2cc([N+](=O)[O-])cc([N+](=O)[O-])c2)o1	79	1	172*	90
35	Cc1csc(NC(=O)c2sccc2C)n1	100	2	98	98
36	O=C(CCCC(=O)N1CCCc2ccccc21)N1CCCc2ccccc21	94	0	86	94
37	Cc1cc(C)c(C#N)c(SCC(=O)N2CCN(Cc3ccccc3)CC2)n1	106	2	87	106
38	COc1ccc(C(F)(F)F)cc1NC(=O)c1nc2nc(C)cc(C(F)F)n2n1	102	1	102	94
39	Cc1ccc(S(=O)(=O)N2CCC(C(=O)NCCN3CCOCC3)CC2)cc1C	100	1	103	100
40	COc1ccc(/C=N/N2C(=N)SCC2=O)cc1	99	0	109	98
41	Cc1ccccc1OC(C)C(=O)N1CCC(Cc2ccccc2)CC1 (stereo not drawn)	103	9	93	98
42	Cc1ccccc1N1CCN(S(=O)(=O)c2ccc3ccccc3c2)CC1	99	1	106	105
43	CCC(CC)c1nnc(NC(=O)C2CSC3(C)CCC(=O)N23)s1 (stereo not drawn)	97	1	104	102
44	Cc1n[nH]c(=S)n(/N=C/c2cccs2)c1=O	103	1	107	115
45	CCOc1ccc(CN(C)C(=O)c2cccnc2OCC)cc1OC	101	0	104	112

#	CIT2 TOR yeast	MEP2 TOR yeast	Yeast superoxide	VLA-4 inh
31	92	103	107	-2
32	91	95	108	9
33	97	98	104	-2
34	70	99	97	-4
35	99	105	91	11
36	·	92	105	13
37	106	96	94	1
38	99	125	115	16
39	107	110	91	13
40	99	98	101	-2
41	·	108	96	6
42	101	103	95	-2
43	93	104	83	16
44	113	97	108	-2
45	120	109	90	4

Entries above marked active in GRK2 inh:
| cpd | compound | RPL19A TOR yeast | GRK2 inh | LAP4-GFP MLPCN | AGP1-GFP MLPCN | CIT2 TOR yeast | MEP2 TOR yeast | VLA-4 inh |
| --- | --- | --- | --- | --- | --- | --- | --- | --- |
| 23 | C/C(=N\NC(=O)CCCOc1ccc(Cl)cc1C)c1ccc(C)o1 | 101 | 90* | 95 | 98 | 100 | 97 | 12 |

Further records.
#	mol	RPL19A TOR yeast	GRK2 inh	LAP4-GFP MLPCN	AGP1-GFP MLPCN
46	COc1ccc(CC(=O)OCC(=O)Nc2ccc3c(c2)OCO3)cc1OC	100	0	97	100
47	CC(=O)c1cn(Cc2ccccc2)c(=O)n(Cc2ccc(F)cc2)c1=O	96	3	99	102
48	COc1cc(/C=C2\C(=N)N3N=CSC3=NC2=O)ccc1OS(=O)(=O)c1ccccc1[N+](=O)[O-]	98	0	84	95
49	COc1ccc(CN(C#N)c2nc(SC)nc(N(C)C)n2)cc1	98	1	103	96
50	S=C(c1ccc2c(c1)OCO2)N1CCCCCC1	95	4	108	99
51	Cc1ccc(C(=O)CCC(=O)OC(C)C(=O)NC2CCCCC2C)cc1 (stereo not drawn)	95	2	94	99
52	S=C(N/N=C/c1cccs1)NC1CC2CCC1C2 (stereo not drawn)	103	2	116	98
53	Cc1cc(N2CCC(C)CC2)nc2cccc(O)c12	99	2	92	103
54	COC(=O)c1cn(N(C)c2ncc(C(F)(F)F)cc2Cl)c(=O)c2ccccc12	104	3	106	103
55	Cc1ccc(-c2nnn(CC(=O)Nc3ccc4nn(-c5ccccc5)nc4c3)n2)o1	104	0	99	104
56	Cc1c(-c2ccnc3cc(C(=O)O)nn23)cnn1C	97	2	101	100
57	Cn1ncc([N+](=O)[O-])c1C(=O)N/N=C/c1c[nH]c2ccccc12	101	0	94	103
58	COc1cccc(C(c2ccccc2)N2C3CCC2CN(S(=O)(=O)c2ccc(F)cc2)CC3)c1 (stereo not drawn)	90	24	94	94
59	O=C(Nc1ccccc1Cl)c1ccccc1Cc1ccccc1	105	2	89	107
60	Cc1csc(Sc2nc3c(c(=O)[nH]c(=O)n3C)n2Cc2ccccc2Cl)n1	99	3	101	98

#	CIT2 TOR yeast	MEP2 TOR yeast	Yeast superoxide	VLA-4 inh
46	100	98	91	1
47	88	93	94	11
48	94	93	113	13
49	101	94	114	10
50	93	99	103	6
51	96	96	97	6
52	96	107	116	4
53	85	92	104	23
54	106	103	99	9
55	103	105	109	-4
56	95	96	99	1
57	103	104	70	-31
58	97	97	97	2
59	108	102	102	-3
60	102	95	100	23

An excerpt from above in order of the AGP1-GFP MLPCN value, largest number first:
entry	SMILES	AGP1-GFP MLPCN
57	Cn1ncc([N+](=O)[O-])c1C(=O)N/N=C/c1c[nH]c2ccccc12	103
47	CC(=O)c1cn(Cc2ccccc2)c(=O)n(Cc2ccc(F)cc2)c1=O	102
46	COc1ccc(CC(=O)OCC(=O)Nc2ccc3c(c2)OCO3)cc1OC	100
51	Cc1ccc(C(=O)CCC(=O)OC(C)C(=O)NC2CCCCC2C)cc1 (stereo not drawn)	99
60	Cc1csc(Sc2nc3c(c(=O)[nH]c(=O)n3C)n2Cc2ccccc2Cl)n1	98
48	COc1cc(/C=C2\C(=N)N3N=CSC3=NC2=O)ccc1OS(=O)(=O)c1ccccc1[N+](=O)[O-]	95
58	COc1cccc(C(c2ccccc2)N2C3CCC2CN(S(=O)(=O)c2ccc(F)cc2)CC3)c1 (stereo not drawn)	94

Continued.
#	mol	RPL19A TOR yeast	GRK2 inh	LAP4-GFP MLPCN	AGP1-GFP MLPCN
61	Cc1c(Cl)cccc1NC(=O)C1COc2ccccc2O1 (stereo not drawn)	99	0	92	95
62	CCc1nn(CC(=O)NCCN2CCN(C)CC2)c(=O)c2cc3c(OC)cccc3n12	102	0	95	102
63	CCOc1ccc(/C=N/NC(=O)COc2ccccc2-c2ccccc2)cc1	98	1	96	102
64	COc1cc2c(cc1NC(=S)NC(=O)/C=C/c1ccco1)oc1ccccc12	106	8	97	101
65	CCOC(=O)c1c(C)n(C)c2ccc(OCC(O)CN(CC)CC)cc12 (stereo not drawn)	104	0	107	111
66	CCN(C(=S)Nc1cc(S(=O)(=O)N2CCOCC2)ccc1Cl)c1cccc2ccccc12	93	1	123	107
67	COc1ccc(/C=N/n2cnnc2)cc1COc1ccccn1	101	3	103	103
68	CC(C)c1ccc(/C=C/C(=O)N2CCCCCC2)cc1	102	0	88	95

#	CIT2 TOR yeast	MEP2 TOR yeast	Yeast superoxide	VLA-4 inh
61	98	105	96	6
62	105	101	94	-1
63	106	100	92	-11
64	103	104	89	-3
65	113	105	96	-35
66	101	112	101	5
67	108	104	71	3
68	96	95	83	4
